Compound activity as filed in PubChem BioAssay.
INS-1E ATP HTS – protection of INS-1E cells from cytokine death, primary screen, ATP luminescence, single point. INS-1E cytokine-induced death, 48 h; normalised: neutral wells 0, positive control 100. protection from cytokine-induced ATP loss, % at 10 µM. 20,000 tested, 0.1% active. AID 488910, 2010;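 active = mean replicate protection from cytokine-induced ATP loss at least 50% and at least 75% of replicates each reaching 50%; inconclusive = meets only one of the two criteria, mean or replicate share; inactive = fails both the mean and replicate share criteria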
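Material: INS-1E rat cells; Quantity: 8000 cells/well; Buffer or medium: phenol-red-free RPMI with 5% fetal bovine serum; Probe or stimulus: cytokine cocktail of IFN-γ, TNF-α and IL-1β; Compound dosing: single test concentration per compound, delivered by pin transfer; Incubation: 48 h co-treatment, 10 min post-lysis read; Signal: CellTiter-Glo luminescence.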
T cruzi intra – inhibitors of intracellular Trypanosoma cruzi, primary screen, cell-based, plate reader, single point, set 2; activity score (inhibition), % at 5.01 µM; 22,000 tested, 4.9% active; AID 651903, 2012; intracellular Trypanosoma cruzi in host cells; in the data active = activity score above about 55%; inconclusive = no clear call, values can overlap the other calls;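 note: parasites and compound incubated about four days before reading; 0% = median of neutral control wells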
* marks the source's active call; other numbers are inactive results; ? = inconclusive; · = no result given.

mol	INS-1E ATP HTS	T cruzi intra
C[C@H]1CN([C@@H](C)CO)C(=O)CCCn2cc(nn2)CO[C@H]1CN(C)C(=O)Nc1cccc(F)c1	·	-24
C[C@@H]1CN([C@@H](C)CO)C(=O)c2cccc(NC(=O)C3CCOCC3)c2O[C@H]1CN(C)Cc1ccc(-c2ccccc2)cc1	-9	23
Cc1ccc(S(=O)(=O)Nc2ccc3c(c2)C(=O)N([C@H](C)CO)C[C@H](C)[C@H](CN(C)Cc2ccc(C(F)(F)F)cc2)OCCCC[C@@H](C)O3)cc1	-36	66*
COc1ccc(NC(=O)N(C)C[C@H]2Oc3ccc(NC(=O)c4ccncc4)cc3CC(=O)N([C@@H](C)CO)C[C@H]2C)cc1	4	-7
COc1ccc(CN(C)C[C@H]2Oc3ccc(NS(=O)(=O)c4ccc(F)cc4)cc3C(=O)N([C@H](C)CO)C[C@@H]2C)cc1	-2	13
COc1ccc(NC(=O)Nc2ccc3c(c2)CC(=O)N([C@H](C)CO)C[C@@H](C)[C@H](CN(C)C(=O)Nc2ccc(OC)cc2)O3)cc1	5	-13
C[C@H]1CN([C@@H](C)CO)C(=O)Cc2cc(NC(=O)C3CC3)ccc2O[C@@H]1CN(C)C(=O)NC1CCCCC1	2	-11
C[C@@H]1CCCCO[C@@H](CN(C)C(=O)c2ccccc2)[C@@H](C)CN([C@H](C)CO)C(=O)c2cc(NC(=O)CCCCCC(=O)Nc3ccccc3N)ccc2O1	0	-52
C[C@@H]1CCCCO[C@@H](CN(C)Cc2ccccc2)[C@@H](C)CN([C@H](C)CO)C(=O)c2cc(N(C)C)ccc2O1	-3	-1
C[C@@H]1CCCCO[C@@H](CN(C)C(=O)Cc2ccccc2)[C@@H](C)CN([C@H](C)CO)C(=O)c2cc(NC(=O)Cc3ccccc3)ccc2O1	8	-23
Cc1noc(C)c1NC(=O)Nc1cccc2c1O[C@H](CN(C)Cc1ccc(Cl)c(Cl)c1)[C@H](C)CN([C@H](C)CO)C2=O	-6	-16
COc1ccc(CN(C)C[C@H]2Oc3c(NS(=O)(=O)c4ccccc4)cccc3C(=O)N([C@H](C)CO)C[C@@H]2C)cc1	6	-18
C[C@H]1CN([C@@H](C)CO)C(=O)Cc2cc(NS(=O)(=O)c3ccc(F)cc3)ccc2O[C@H]1CN(C)C(=O)Nc1ccc(F)cc1	-10	8
C[C@H]1CN([C@@H](C)CO)C(=O)c2cc(NC(=O)CCN3CCOCC3)ccc2O[C@@H]1CN(C)Cc1ccc(Cl)c(Cl)c1	·	-3
C[C@@H]1CN([C@H](C)CO)C(=O)Cc2cc(NC(=O)Cn3cnnn3)ccc2O[C@@H]1CN(C)S(C)(=O)=O	1	-10
Cc1noc(C)c1NC(=O)Nc1ccc2c(c1)CC(=O)N([C@@H](C)CO)C[C@H](C)[C@H](CN(C)Cc1ccncc1)O2	3	-18
COc1ccc(S(=O)(=O)Nc2ccc3c(c2)C(=O)N([C@H](C)CO)C[C@@H](C)[C@@H](CN(C)Cc2ccc(Cl)c(Cl)c2)O3)cc1	-7	9
COc1cccc(OC)c1/C=N/NC(=O)c1cccc(C(=O)NO)c1	16	4
C[C@H](CO)N1C[C@H](C)[C@H](CN(C)C(=O)CCCN(C)C)OCc2cn(nn2)CCCC1=O	·	-20
COc1ccc(S(=O)(=O)Nc2ccc3c(c2)C(=O)N([C@@H](C)CO)C[C@@H](C)[C@@H](CN(C)S(=O)(=O)c2ccc(F)cc2)O3)cc1	-2	9
C[C@H]1CN([C@@H](C)CO)C(=O)CCCn2cc(nn2)CO[C@@H]1CN(C)Cc1ccccc1C(F)(F)F	·	-7
Cc1noc(C)c1NC(=O)N(C)C[C@@H]1Oc2ccc(NC(=O)Nc3cccc4ccccc34)cc2CC(=O)N([C@H](C)CO)C[C@H]1C	-7	5
C[C@@H]1CN([C@@H](C)CO)C(=O)c2cccc(NC(=O)C3CCOCC3)c2O[C@@H]1CN(C)C(=O)NC1CCCCC1	11	-11
CC(C)NC(=O)Nc1cccc2c1O[C@H](CN(C)S(=O)(=O)c1ccc(F)cc1)[C@@H](C)CN([C@H](C)CO)C2=O	10	0
COc1ccc(NC(=O)Nc2ccc3c(c2)C(=O)N([C@@H](C)CO)C[C@H](C)[C@H](CN(C)S(C)(=O)=O)O3)cc1	0	-13
C[C@@H]1CCCCO[C@@H](CN(C)Cc2ccc(Cl)c(Cl)c2)[C@@H](C)CN([C@H](C)CO)C(=O)c2cc(NC(=O)NC3CCCCC3)ccc2O1	-16	66*
C[C@@H]1CN([C@H](C)CO)C(=O)c2cccc(NS(=O)(=O)c3cccs3)c2O[C@H]1CN(C)C(=O)Nc1ccc(C(F)(F)F)cc1	2	-1
C[C@H](CO)N1C[C@H](C)[C@@H](CN(C)S(=O)(=O)c2ccc(F)cc2)Oc2c(NS(=O)(=O)c3ccccc3)cccc2C1=O	14	4
CNC[C@H]1OCCCC[C@@H](C)Oc2ccc(NC(=O)C3CCCCC3)cc2C(=O)N([C@H](C)CO)C[C@@H]1C	13	-14
C[C@@H]1CN([C@H](C)CO)C(=O)c2cccc(NC(=O)c3ccc(-c4nccs4)cc3)c2O[C@H]1CN(C)C(=O)Nc1ccc(F)cc1	12	-45
C[C@@H]1CCCCO[C@@H](CN(C)C(=O)C2CCCCC2)[C@@H](C)CN([C@H](C)CO)C(=O)c2cc(NC(=O)CCC(F)(F)F)ccc2O1	5	-7
C[C@@H]1CN([C@H](C)CO)C(=O)c2cc(NC(=O)C3CC3)ccc2O[C@@H]1CN(C)S(=O)(=O)c1cn(C)cn1	6	-20
C[C@H]1CN([C@@H](C)CO)C(=O)c2cc(NC(=O)CCN3CCOCC3)ccc2O[C@H]1CN(C)Cc1ccc(Cl)c(Cl)c1	·	-15
C[C@@H]1CCCCO[C@@H](CN(C)Cc2ccc(Cl)c(Cl)c2)[C@@H](C)CN([C@H](C)CO)C(=O)c2cc(NS(=O)(=O)c3cn(C)cn3)ccc2O1	-4	-16
C[C@H](CO)N1C[C@H](C)[C@H](CN(C)C(=O)Nc2ccc3c(c2)OCO3)Oc2ccc(NS(=O)(=O)c3cccs3)cc2CC1=O	12	-14
C[C@H](CO)N1C[C@H](C)[C@@H](CN(C)S(=O)(=O)c2cccs2)Oc2ccc(NS(=O)(=O)c3ccccc3)cc2C1=O	6	-19
C[C@H](CO)N1C[C@H](C)[C@H](CN(C)S(=O)(=O)c2ccc(F)cc2)Oc2ccc(NC(=O)c3ccncc3)cc2C1=O	8	-9
Cc1noc(C)c1NC(=O)Nc1ccc2c(c1)CC(=O)N([C@@H](C)CO)C[C@H](C)[C@@H](CN(C)C(=O)Nc1c(C)noc1C)O2	-2	-9
CC(C)NC(=O)N(C)C[C@H]1Oc2c(NC(=O)c3cnccn3)cccc2C(=O)N([C@H](C)CO)C[C@H]1C	3	?
Cc1ccc(S(=O)(=O)Nc2cccc3c2O[C@H](CN(C)C(=O)Nc2cccc4ccccc24)[C@@H](C)CN([C@@H](C)CO)C3=O)cc1	8	9
O=C(CCCCCCC(=O)N/N=C\c1cccc(Br)c1)NO	68*	-21
C[C@@H]1CN([C@@H](C)CO)C(=O)c2cc(NC(=O)CCCCCC(=O)Nc3ccccc3N)ccc2O[C@@H]1CN(C)C(=O)NC1CCCCC1	17	-9
COc1ccc(S(=O)(=O)N(C)C[C@@H]2Oc3ccc(NS(=O)(=O)c4ccccc4)cc3CC(=O)N([C@@H](C)CO)C[C@@H]2C)cc1	6	-1
Cc1ccc(S(=O)(=O)N(C)C[C@@H]2Oc3ccc(NC(=O)NC4CCCCC4)cc3C(=O)N([C@@H](C)CO)C[C@H]2C)cc1	·	0
CC(C)NC(=O)Nc1ccc2c(c1)C(=O)N([C@@H](C)CO)C[C@H](C)[C@H](CN(C)S(C)(=O)=O)O2	6	4
C[C@@H]1CN([C@H](C)CO)C(=O)c2cccc(NC(=O)Nc3ccc(C(F)(F)F)cc3)c2O[C@@H]1CN(C)C(=O)Nc1ccc(F)cc1	-39	15
C[C@H]1CN([C@@H](C)CO)C(=O)Cc2cc(NS(=O)(=O)c3cccs3)ccc2O[C@@H]1CN(C)CC1CC1	3	-16
C[C@@H]1CN([C@@H](C)CO)C(=O)Cc2cc(NC(=O)Cc3ccccc3)ccc2O[C@@H]1CN(C)Cc1ccc(C(=O)O)cc1	4	-2
C[C@H](CO)N1C[C@H](C)[C@@H](CN(C)Cc2ccc(Oc3ccccc3)cc2)Oc2ccc(NC(=O)C3CCCCC3)cc2C1=O	-31	15
C[C@H](CO)N1C[C@H](C)[C@H](CN(C)Cc2ccc3c(c2)OCO3)Oc2ccc(NC(=O)CCCCCC(=O)Nc3ccccc3N)cc2C1=O	4	-18
COc1ccc(NC(=O)Nc2ccc3c(c2)C(=O)N([C@@H](C)CO)C[C@@H](C)[C@@H](CN(C)C(=O)Nc2ccccc2)O3)cc1	3	-12
C[C@@H]1CN([C@@H](C)CO)C(=O)c2cc(NC(=O)CCC(F)(F)F)ccc2O[C@@H]1CN(C)Cc1ccc2c(c1)OCO2	-4	-3
C[C@H](CO)N1C[C@H](C)[C@H](CN(C)Cc2ccc(C(F)(F)F)cc2)Oc2ccc(NC(=O)Cc3cn(C)c4ccccc34)cc2CC1=O	-8	29
COc1ccc(NC(=O)N(C)C[C@@H]2Oc3ccc(NS(C)(=O)=O)cc3C(=O)N([C@@H](C)CO)C[C@H]2C)cc1	-6	-28
Cc1noc(C)c1NC(=O)Nc1cccc2c1O[C@H](CN(C)C(=O)Nc1cccc3ccccc13)[C@@H](C)CN([C@H](C)CO)C2=O	9	-23
COc1cc(Br)cc(/C=N/NC(=O)c2ccccn2)c1O	-84	46
C[C@H]1CN([C@@H](C)CO)C(=O)Cc2cc(NC(=O)CCC(F)(F)F)ccc2O[C@@H]1CN(C)C(=O)NC1CCCCC1	8	-17
Cc1noc(C)c1NC(=O)N(C)C[C@H]1Oc2ccc(NS(=O)(=O)c3ccc(F)cc3)cc2CC(=O)N([C@H](C)CO)C[C@H]1C	5	-12
Cc1noc(C)c1S(=O)(=O)Nc1ccc2c(c1)CC(=O)N([C@H](C)CO)C[C@@H](C)[C@@H](CN(C)S(=O)(=O)c1ccc(F)cc1)O2	5	-13
C[C@@H]1CN([C@H](C)CO)C(=O)Cc2cc(NC(=O)Nc3ccc4c(c3)OCO4)ccc2O[C@@H]1CN(C)CC1CCCCC1	-3	·

New compounds follow
Below each SMILES: INS-1E ATP HTS	T cruzi intra
> C[C@@H]1CN([C@@H](C)CO)C(=O)c2cc(NC(=O)NC3CCCCC3)ccc2O[C@H]1CN(C)S(=O)(=O)c1cccs1
 : -2	17
> COc1ccc(-c2cnc3c(c2)C(=O)N([C@H](C)CO)C[C@H](C)[C@H](CN(C)C(=O)NC2CCCC2)O3)cc1
 : ·	4
> CC(C)NC(=O)N(C)C[C@H]1Oc2ccc(N(C)C)cc2CC(=O)N([C@@H](C)CO)C[C@@H]1C
 : 2	-3
> COc1ccc(NC(=O)N(C)C[C@@H]2Oc3c(cccc3N(C)C)C(=O)N([C@H](C)CO)C[C@H]2C)cc1
 : 2	3
> Cc1ccc(S(=O)(=O)Nc2ccc3c(c2)CC(=O)N([C@@H](C)CO)C[C@@H](C)[C@@H](CN(C)C(=O)Nc2c(C)noc2C)O3)cc1
 : 13	-11
> C[C@@H]1CN([C@H](C)CO)C(=O)Cc2cc(NC(=O)Nc3cccc4ccccc34)ccc2O[C@@H]1CN(C)Cc1ccc(C(F)(F)F)cc1
 : -19	67*
> C[C@@H]1CCCCO[C@@H](CN(C)C(=O)CCCN(C)C)[C@@H](C)CN([C@H](C)CO)C(=O)c2cc(NC(=O)c3ccccc3)ccc2O1
 : -2	-9
> Cc1noc(C)c1S(=O)(=O)Nc1ccc2c(c1)CC(=O)N([C@H](C)CO)C[C@H](C)[C@H](CN(C)C(=O)Nc1cccc3ccccc13)O2
 : 3	10
> Cc1ccc(S(=O)(=O)N(C)C[C@@H]2Oc3ccc(NC(=O)CCN4CCOCC4)cc3CC(=O)N([C@H](C)CO)C[C@@H]2C)cc1
 : 4	1
> C[C@@H]1CN([C@H](C)CO)C(=O)CCCn2nncc2CO[C@@H]1CN(C)Cc1ccc(O)cc1
 : ·	-3

Five entries from above, arranged by count of non-hydrogen atoms, largest number first.
Below each SMILES: INS-1E ATP HTS	T cruzi intra
> C[C@@H]1CCCCO[C@@H](CN(C)C(=O)CCCN(C)C)[C@@H](C)CN([C@H](C)CO)C(=O)c2cc(NC(=O)c3ccccc3)ccc2O1
 : -2	-9
> Cc1ccc(S(=O)(=O)N(C)C[C@@H]2Oc3ccc(NC(=O)CCN4CCOCC4)cc3CC(=O)N([C@H](C)CO)C[C@@H]2C)cc1
 : 4	1
> C[C@@H]1CN([C@@H](C)CO)C(=O)c2cc(NC(=O)NC3CCCCC3)ccc2O[C@H]1CN(C)S(=O)(=O)c1cccs1
 : -2	17
> COc1ccc(-c2cnc3c(c2)C(=O)N([C@H](C)CO)C[C@H](C)[C@H](CN(C)C(=O)NC2CCCC2)O3)cc1
 : ·	4
> CC(C)NC(=O)N(C)C[C@H]1Oc2ccc(N(C)C)cc2CC(=O)N([C@@H](C)CO)C[C@@H]1C
 : 2	-3

Single records (already shown).
Entry for C[C@@H]1CN([C@H](C)CO)C(=O)CCCn2nncc2CO[C@@H]1CN(C)Cc1ccc(O)cc1 → INS-1E ATP HTS = ·; T cruzi intra = -3
Entry for Cc1ccc(S(=O)(=O)N(C)C[C@@H]2Oc3ccc(NC(=O)CCN4CCOCC4)cc3CC(=O)N([C@H](C)CO)C[C@@H]2C)cc1 → INS-1E ATP HTS = 4; T cruzi intra = 1

Compounds were not picked by outcome; about 4.8% have a hit in one of these screens.
